Screening results (PubChem BioAssay)
Cneo AK release: Cryptococcus neoformans cell lysis inducers, primary screen, AK release luminescence, single concentration; lysis activity, % at 15 µM; C. neoformans lysis, adenylate kinase release luminescence, 4 h; normalised: neutral wells 0, clomiphene wells 100; 360,000 compounds, 0.2% hits;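 active = mean lysis activity across replicates of at least 80%, whatever share of replicates individually reach that level; inactive = mean lysis activity below 80%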
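Test system: log-phase Cryptococcus neoformans yeast cells; Quantity: yeast cell density of 5 × 10^6 cells/mL; Buffer or medium: YPD; Doses: single compound concentration per well; Timing: 4 h at 37 °C static, read 1 h later; Measured by: AK luminescence; Read-out basis: lysis from increased AK signal; Control set: Clomiphene as positive control.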
PAX8 inh HTS: inhibitors of PAX8-driven TPO luciferase reporter, primary screen, RMG-I cells, single concentration | AID 652154, 2013 | inhibition, % at 12.6 µM | 360,000 compounds, 1.2% hits | SteadyGlo, 24 h;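 active = mean replicate inhibition at least 60% with every replicate also reaching 60%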;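 also: luciferase light reporting Pax8 driven TPO promoter activity; plate controls were median of neutral control wells for no effect and mitoxantrone controls for full effect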
PGC1a acetyl inh: inhibitors of PGC1a acetylation signal, primary screen, cell-based, U2OS, AlphaScreen, inhibitor mode; AlphaScreen anti-acetyl-lysine; with virally co-expressed GCN5 acetyltransferase; inhibition, % at 15.6 µM; 350,000 compounds, 0.17% hits;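 active = every replicate shows inhibition of at least 40%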;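 also: 0% = neutral control wells and 100% = positive control wells; some results beyond the cut were filed as inactive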
PglD DTNB: C. jejuni PglD acetyltransferase inhibitors, primary screen, biochemical, DTNB colorimetric, single point; UDP-N-acetylbacillosamine N-acetyltransferase PglD (Campylobacter jejuni); purified PglD enzyme, DTNB colorimetric CoA detection; inhibition, % at 12.5 µM; 360,000 compounds, 0.098% hits; in the data active = inhibition above about 16%, passing the limit was not always enough; also: strong numbers were not always called active
LGR2 antag: inhibitors of bursicon-induced LGR2 CRE-luciferase signal, primary screen, cell-based, HEK293, CRE-luciferase reporter, bursicon stimulation | Drosophila bursicon receptor LGR2 (rickets) | bursicon-stimulated, 4 h | inhibition, % at 9.99 µM | 380,000 compounds, 0.35% hits | AID 720647, 2013;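 active = drop in luminescence signal, shown as inhibition above about 50% in the replicate tests, limit read from the data, passing the limit was not always enough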;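 also: agonist challenge used bursicon conditioned medium at about half maximal strength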
ARNT-TACC3 inh: disruptors of ARNT/TACC3 protein interaction, primary screen, biochemical, AlphaScreen, single concentration; Transforming acidic coiled-coil-containing protein 3 (Homo sapiens), Q9Y6A5; inhibition, % at 9.99 µM; AID 623870, 2012; 390,000 compounds, 0.66% hits; AlphaScreen His-ARNT PAS-B/GST-TACC3 binding, luminescence; TACC3 fragment carries E629A point mutation;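 active = mean inhibition of replicates at least 50% and at least half of replicates each reaching 50%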;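 also: 0% = complete ARNT plus TACC3 wells and 100% = ARNT alone without TACC3; many hits fall short of the cut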
C2C12 statin: suppressors of statin myotoxicity in C2C12 myotubes, primary screen, cell-based, single point, plate reader; AID 602340, 2012; C2C12 myotubes + simvastatin, ATP luminescence, 48 h; scaled: DMSO 0, geranylgeraniol control 100; 330,000 compounds, 0.78% hits; rescue of ATP level, % at 7.49 µM;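 active = mean ATP rescue above about 67%, or every replicate alone reaching that limit, limit read from the data, passing the limit was not always enough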;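 also: myotubes were challenged with 10 µM simvastatin during compound exposure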
GSIS activator: GLuc luminescence reporter in INS-1E cells, primary screen for activators of glucose-dependent secretion of insulin | INS-1E GLuc reporter insulin secretion, 2-3 h | activation, % at 16.6 µM | 370,000 compounds, 0.61% hits;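 active = lowest replicate activation of at least 40%, so every replicate reaches that level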;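 also: 0% = median of neutral control wells and 100% = median of IBMX positive control wells; some compounds called inactive have numbers as strong as hits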
An asterisk follows results filed as active; . = no result given.

SMILES	Cneo AK release	PAX8 inh HTS	PGC1a acetyl inh	PglD DTNB	LGR2 antag	ARNT-TACC3 inh	C2C12 statin	GSIS activator
O=S(=O)(c1ccc(F)cc1)N1CCCCN2[C@H](C1)[C@H](c1ccc(C#CC3CCCC3)cc1)[C@@H]2CO	-2	23	9	1	.	0	.	.
CN(c1ccccc1)S(=O)(=O)c1cccc(NC(=O)CN2C(=O)NC3(CCCC3)C2=O)c1	0	5	-17	-5	5	23	-4	-51
C[C@@H]1CN([C@H](C)CO)C(=O)c2cc(NS(=O)(=O)c3cccs3)ccc2O[C@@H](C)CCCCO[C@@H]1CN(C)Cc1ccc(C(=O)O)cc1	4	0	0	1	8	-2	.	9
Cc1ccccc1NC(=O)C(C)OC(=O)CCC(=O)N(CC(C)C)c1c(N)n(CC(C)C)c(=O)[nH]c1=O (stereo unspecified)	.	-4	.	.	7	2	.	23
COc1ccc(C(=O)NC(Cn2ccnc2)C(C)(C)C)cc1OC1CCN(C(C)C)CC1 (stereo unspecified)	2	-20	12	0	5	-1	-5	11
O=C(NC1CCCCC1)NC1CCN(S(=O)(=O)c2ccc3c(c2)OCCO3)CC1	0	.	1	-2	.	-9	0	.
CCOC(=O)C1(C)CCCCCN1C(=O)c1ccc(N(C)C)cc1 (stereo unspecified)	1	5	0	3	-17	.	7	-2
C[C@H]1CN([C@@H](C)CO)S(=O)(=O)c2ccc(C3=CCCC3)cc2O[C@@H]1CN(C)C(=O)Nc1ccc2c(c1)OCO2	52	21	-16	4	12	0	-101	-8
CC(C)c1ccccc1-n1c(-c2cccnc2)n[nH]c1=S	.	0	5	.	-9	-2	.	26
CC(c1ccco1)N(C(=O)c1cccs1)c1ccccn1 (stereo unspecified)	0	.	9	0	.	5	0	.
COCC#Cc1ccc([C@@H]2[C@@H](CO)N3CCCCN(C(=O)COC)C[C@H]23)cc1	-2	9	1	2	-10	-4	.	10
CC1CC(C)CN(S(=O)(=O)CCNC(=O)c2ccccc2)C1 (stereo unspecified)	3	.	-8	5	-18	-22	-4	11
COc1ccccc1CNC(=O)CN1C(=O)N(C)C2(CCCCC2)C1=O	-2	-10	2	0	12	-11	-12	2
Cc1ccc(F)cc1NC(=O)CCC(=O)c1cccs1	3	2	-2	2	.	-15	-5	.
COc1cccc(CN2[C@H](CO)[C@@H]3c4ccccc4N(C(=O)CC(F)(F)F)C[C@@H]32)c1	2	2	-4	0	-8	-3	-4	2
c1ccc(CCNc2ncnc3c2nnn3Cc2ccccc2)cc1	-1	.	-25	1	7	0	-38	33
O=C(Nc1ccc(NC(=O)C2CCCCC2)nc1)c1cccs1	.	-44	.	.	-39	4	.	-6
O=C(N[C@H]1CC[C@@H](CCNC(=O)c2ccccc2F)O[C@H]1CO)c1cnccn1	61	-6	4	0	-4	10	-1	7
Cc1nc2ccccc2n1S(=O)(=O)N(C)C	-1	15	8	0	.	1	5	-22
COCC(=O)N1C[C@@H](C)[C@H](OC)CN(C)C(=O)c2ccc(NC(=O)c3ccc(-c4ccccc4)cc3)cc2OC[C@H]1C	58	10	-5	4	10	1	0	-14
COc1ccc(NC(=O)COC(=O)CN2C(=O)NC(C)(C)C2=O)cc1	0	1	1	2	.	-2	11	.
COc1cc(/C=C/C(=O)OCC(=O)Nc2cc(S(=O)(=O)N3CCOCC3)ccc2Cl)cc(OC)c1OC	3	-5	7	0	12	-4	109*	-37
Cc1onc(-c2ccccc2)c1C(=O)NCc1cccc(Cl)c1	2	2	.	3	-6	4	14	-4
C[C@H]1CN([C@@H](C)CO)C(=O)Cc2cc(NC(=O)Cc3cn(C)c4ccccc34)ccc2O[C@@H]1CN(C)S(=O)(=O)c1cccs1	-1	-2	6	-1	20	14	-6	9
CCn1c(C(=O)N2CCC(C(=O)N3CCN(c4ccccn4)CC3)CC2)cc2sccc21	1	12	5	-1	.	-4	2	.
O=C(CN(C(=O)c1csnn1)c1cccc(C(F)(F)F)c1)NC1CCCC1	-1	3	.	3	6	.	-5	5
CN(C)CCCC[C@@H]1NC(=O)[C@H]2C[C@@H](C(=O)NCc3ccc(F)cc3)[C@@H](c3ccc(O)cc3)N2C1=O	40	5	.	8	.	-30	.	.
CCC(C)[C@H](N)C(=O)N[C@H]1CCC2C3CC=C4C[C@@H](O)CC[C@]4(C)C3CC[C@@]21C (stereo partly specified)	3	20	4	7	35	.	5	33
Cc1cc(C(=O)Nc2cccc3c2O[C@@H](CN(C)C(=O)NC2CCCCC2)[C@H](C)CN([C@H](C)CO)C3=O)n(C)n1	4	-3	5	-3	3	-4	2	27
CCOC(=O)Cc1csc(N/N=C\c2ccc(N(C)C)cc2)n1	0	-26	6	-5	2	4	-8	.
O=C1OCCC1Sc1nnc(-c2ccc3c(c2)OCO3)n1-c1ccccc1 (stereo unspecified)	1	3	-3	1	-3	2	5	2
CCOC(=O)C1=C(CCc2ccccc2)NC(=O)NC1c1ccc(C#N)cc1 (stereo unspecified)	10	4	.	-2	3	3	-12	-4
CCN(CC)CCOC(=O)c1ccc(N/C=C(/C#N)c2nc(-c3ccc(OC)c(OC)c3)cs2)cc1	.	-24	.	.	2	3	.	56*
CCCC#Cc1ccc2c(c1)O[C@@H](CN(C)C(=O)C1CC1)[C@H](C)CN([C@@H](C)CO)S2(=O)=O	0	.	-1	1	4	9	2	-16
C[C@H]1CN([C@@H](C)CO)C(=O)c2cc(-c3ccccc3)cnc2O[C@@H]1CN(C)C(=O)NC1CCCC1	-7	11	6	5	12	-6	5	-9
Cc1ccc(O)c(N=Cc2ccc(C)s2)c1	.	-9	.	.	-42	13	-4	-17
COc1ccc(OC)c(/C(O)=C/C(=O)C(=O)Nc2cc(C)ccc2OC)c1	2	-2	5	0	.	6	-5	12
Cc1n[nH]c(C)c1S(=O)(=O)N(C)Cc1ccco1	-1	6	-5	1	6	-2	-11	7
N=C1/C(=C/c2ccco2)C(=O)N=C2SC(CC(=O)N3CCCC3)=NN12	0	-9	4	1	2	-3	0	-3
Cc1cccc(N2CCN(S(=O)(=O)c3ccc(-c4coc(C)n4)cc3)CC2C)c1 (stereo unspecified)	0	-1	.	-1	-4	3	1	-4

As entered above:
Entry of CN(C)CCCC[C@@H]1NC(=O)[C@H]2C[C@@H](C(=O)NCc3ccc(F)cc3)[C@@H](c3ccc(O)cc3)N2C1=O under Cneo AK release: 40
Entry of CC(c1ccco1)N(C(=O)c1cccs1)c1ccccn1 (stereo unspecified) under PglD DTNB: 0
Entry of Cc1ccc(F)cc1NC(=O)CCC(=O)c1cccs1 under PglD DTNB: 2
Entry of CC1CC(C)CN(S(=O)(=O)CCNC(=O)c2ccccc2)C1 (stereo unspecified) under PglD DTNB: 5

Next part:
SMILES	Cneo AK release	PAX8 inh HTS	PGC1a acetyl inh	PglD DTNB	LGR2 antag	ARNT-TACC3 inh	C2C12 statin	GSIS activator
CNC(=S)NNC(=O)c1sc(-c2cc(C)on2)nc1C	-3	-26	-1	-8	0	.	10	0
CC(C)c1ccc(NC(=S)Nc2ccc3cn[nH]c3c2)cc1	35	-44	5	11	-3	12	-2	9
C[C@@H]1CN([C@@H](C)CO)C(=O)Cc2cc(NC(=O)Nc3cccc4ccccc34)ccc2O[C@@H]1CN(C)CC1CCCCC1	55	-2	-4	-1	-19	14	-22	-2
CO[C@@H](CN(C)Cc1nccs1)[C@H](C)CN([C@@H](C)CO)S(=O)(=O)c1ccc(F)cc1	-2	.	9	3	-1	-4	3	-2
O=C(COC(=O)C1CC1)Nc1ccc(Oc2ccccc2)cc1	-3	.	6	-2	-20	-5	9	-22
CC(=O)c1ccc(NC(=O)C2CCCC2)cc1	3	-6	-3	-1	-10	19	0	1
O=C(NNc1nc(N2CCOCC2)nc(N2CCOCC2)n1)c1ccccc1	.	8	.	.	18	-8	.	-2
COc1ccc(N/C(C)=C2/C(=O)C(=O)N(CCO)C2c2ccc(Br)cc2)cc1 (stereo unspecified)	3	12	9	-1	.	12	17	.
Cn1c2ccccc2c2cc(C(=O)O)ccc21	.	.	.	.	20	-3	7	-2
CCc1nc2ccc(C(=O)NCCCn3ccnc3)cn2c1N(CC)CCN(C)C	1	-5	.	-1	-6	.	0	3
CCN(Cc1ccccc1)Cc1cc(OC)cc(OC)c1	-2	21	-24	2	.	19	-2	.
O=C(O)c1ccc(CNCc2cccc(Cl)c2)cc1	.	-5	4	.	-1	0	.	10
CC(C)c1csc(CN2CCC(N3CCC(C(=O)N4CCOCC4)CC3)CC2)n1	3	-28	-4	7	2	-8	5	16
COC(=O)[C@@H](NCc1ccc(B(O)O)cc1)C(C)C	3	-1	8	1	-14	-6	-3	25
COC(=O)C1=C(C)N(Cc2ccccc2)C(=NCc2cc(OC)c(OC)c(OC)c2)N[C@H]1c1ccccc1	1	.	-16	-5	.	6	.	.
COc1cc(=O)n(C)c2c(O)cccc12	2	.	-6	-4	-16	4	-12	-4
Cc1ccc2c(N)c(C#N)sc2n1	1	-8	2	4	.	-3	7	.
CCOc1ccccc1NC(=O)CN1CCC(NC(=O)c2ccccc2C)CC1	3	14	6	2	9	10	4	10
Cc1ccc(S(=O)(=O)n2cnc3cc([N+](=O)[O-])ccc32)c(C)c1C	2	.	2	3	.	-9	-4	.
C[C@@H]1CN([C@@H](C)CO)C(=O)c2cc(NC(=O)c3ccccc3)ccc2O[C@@H](C)CCCCO[C@@H]1CN(C)C(=O)CCCN(C)C	6	-25	3	2	-9	-11	25	0

Pulled one by one from above (four):
SMILES	Cneo AK release	PAX8 inh HTS	PGC1a acetyl inh	PglD DTNB	LGR2 antag	ARNT-TACC3 inh	C2C12 statin	GSIS activator
O=C(O)c1ccc(CNCc2cccc(Cl)c2)cc1	.	-5	4	.	-1	0	.	10
COC(=O)C1=C(C)N(Cc2ccccc2)C(=NCc2cc(OC)c(OC)c(OC)c2)N[C@H]1c1ccccc1	1	.	-16	-5	.	6	.	.
CC(=O)c1ccc(NC(=O)C2CCCC2)cc1	3	-6	-3	-1	-10	19	0	1
Cc1ccc(S(=O)(=O)n2cnc3cc([N+](=O)[O-])ccc32)c(C)c1C	2	.	2	3	.	-9	-4	.

Carrying on:
SMILES	Cneo AK release	PAX8 inh HTS	PGC1a acetyl inh	PglD DTNB	LGR2 antag	ARNT-TACC3 inh	C2C12 statin	GSIS activator
O=C(CC1N=C2c3ccccc3N=C(SCc3ccc(Cl)cc3)N2C1=O)NCc1ccco1 (stereo unspecified)	-5	.	-2	-1	.	2	51	.
CCC(=O)N(C)C[C@@H]1Oc2cc(C#CC3(O)CCCC3)ccc2S(=O)(=O)N([C@@H](C)CO)C[C@H]1C	-4	.	-7	-2	16	-8	-20	17
C[C@@H]1CN([C@H](C)CO)S(=O)(=O)c2ccc(-c3cccc(C(=O)N(C)C)c3)cc2O[C@H]1CN(C)Cc1ccc2c(c1)OCO2	3	54	-21	4	11	2	-71	-26
COc1ccc(OC)c(S(=O)(=O)NC2CC2)c1	0	-8	-2	-1	1	-1	-5	-3
CC(C)(C)c1ccc(-c2nnc(SCCC#N)n2C2CCCC2)cc1	1	.	-8	2	.	3	-10	.
CC(=O)OC1(C(C)=O)CCC2C3CC(C(F)(F)F)C4=CC(=O)CCC4(C)C3CCC21C (stereo unspecified)	0	49	-11	-5	9	.	-7	-24
CCOc1cc(OCC)cc(C(=O)Nc2cccnc2)c1	1	.	10	1	-7	3	-7	41*
Cc1cc(C)nc(N2CCCC(C(=O)NCc3cccc(C(F)(F)F)c3)C2)n1 (stereo unspecified)	-2	.	3	1	0	-2	10	-14

Not a hit list, and some 2.9% of all compounds hit somewhere here.
